Screening results from PubChem BioAssay.
TMEM16A act: TMEM16A chloride channel activators or potentiators, primary screen, cell-based, HTS | AID 623877, 2012 | Anoctamin-1 (Mus musculus), Q8BHY3 | B-score at 10 µM | HEK293 TMEM16A/YFP-H148Q/I152L, iodide quench fluorescence; hits give low values | 0.3% of 340,000 active;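 active = fluorescence-ratio B-score plate-corrected deviation score at least 3 library SD below zero, with starting fluorescence score within 5 deviations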;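 also: channel opened by trigger with iodide after compound preincubation; score built on the fluorescence ratio of max minus min over baseline; more negative score means more quench and so TMEM16A activation or potentiation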
Target sequence (Q8BHY3 whole entry, looked up): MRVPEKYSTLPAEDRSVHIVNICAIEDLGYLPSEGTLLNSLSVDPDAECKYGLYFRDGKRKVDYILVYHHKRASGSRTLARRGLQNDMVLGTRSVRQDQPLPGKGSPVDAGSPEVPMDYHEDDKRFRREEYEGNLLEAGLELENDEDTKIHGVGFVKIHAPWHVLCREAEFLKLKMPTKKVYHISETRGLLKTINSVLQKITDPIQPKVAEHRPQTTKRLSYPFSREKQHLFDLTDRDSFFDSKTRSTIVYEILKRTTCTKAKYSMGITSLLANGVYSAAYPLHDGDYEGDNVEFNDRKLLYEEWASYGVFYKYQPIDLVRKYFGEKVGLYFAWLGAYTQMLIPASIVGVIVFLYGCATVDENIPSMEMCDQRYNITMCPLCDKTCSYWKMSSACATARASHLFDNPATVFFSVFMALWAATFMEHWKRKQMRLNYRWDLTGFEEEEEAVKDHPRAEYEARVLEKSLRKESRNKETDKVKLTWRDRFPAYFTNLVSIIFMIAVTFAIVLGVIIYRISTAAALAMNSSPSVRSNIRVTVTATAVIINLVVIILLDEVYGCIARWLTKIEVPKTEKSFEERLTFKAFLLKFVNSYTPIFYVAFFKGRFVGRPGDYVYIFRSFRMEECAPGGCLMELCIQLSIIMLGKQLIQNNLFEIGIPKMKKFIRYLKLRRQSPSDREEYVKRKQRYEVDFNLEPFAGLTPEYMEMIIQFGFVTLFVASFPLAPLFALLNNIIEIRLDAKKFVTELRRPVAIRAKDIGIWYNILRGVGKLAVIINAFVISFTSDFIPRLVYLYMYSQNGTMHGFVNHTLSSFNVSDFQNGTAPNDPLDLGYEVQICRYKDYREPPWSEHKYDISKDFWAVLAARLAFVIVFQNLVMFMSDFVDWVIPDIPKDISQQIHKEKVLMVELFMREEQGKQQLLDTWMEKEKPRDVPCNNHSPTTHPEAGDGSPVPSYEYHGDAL
ANO1 block: TMEM16A chloride channel inhibitors, primary screen, cell-based, HTS; Anoctamin-1 (Mus musculus), Q8BHY3; HEK293 TMEM16A/YFP iodide influx fluorescence, ionomycin; normalized B-score (activity score, 25-100; higher = stronger inhibition) at 10 µM; 1.2% of 310,000 active; AID 588511, 2011;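 active = ratio plate-corrected score three or more library SD toward inhibition, starting fluorescence score within five deviations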;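 also: score derived from kinetic fluorescence span divided by baseline fluorescence per well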
KCNQ1 inh: inhibitors of human KCNQ1 channel, primary screen, cell-based, thallium flux, high-throughput; B-score at 10 µM; Potassium voltage-gated channel subfamily KQT member 1 (Homo sapiens), P51787; 1.3% of 310,000 active; AID 2642, 2010; CHO-K1 KCNQ1, FluxOR thallium flux fluorescence; hits give high values;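 active = compounds whose thallium flux B-score, printed positive for inhibition, exceeds three library SD while starting fluorescence stays within three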;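 also: channel opened by potassium depolarization with thallium stimulus after 20 min compound exposure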
RGS4 pot: RGS4 potentiators or activators, primary screen, cell-based, HEK293 M3R inducible RGS4, calcium flux; AID 463111, 2010; 0.92% of 310,000 active; B-score at 10 µM; carbachol calcium flux Fluo4; hits give low values;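 active = B-score of the integrated calcium signal more than 4 SD below the library mean, with starting fluorescence not abnormally high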;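 also: negative B-score means reduced calcium response which marks RGS4 activation or potentiation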
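Test system: HEK293 cells with stable M3R and inducible RGS4; also added: carbachol at ECmax as muscarinic agonist stimulus; schedule: dye loading 30 min 37 °C, buffer rest 30 min RT; technique: kinetic calcium fluorescence imaging with Fluo4-AM dye, 2 µM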
SKKanGAS inh: S. pyogenes SKKanGAS growth inhibitors in kanamycin, primary screen, streptokinase expression inhibitor project, SKKanGAS strain, BacTiter-Glo luminescence; 6 h; inhibition, % at 7.5 µM; 1.3% of 300,000 active; AID 1662, 2009;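 active = mean replicate score, as percent of positive control median, at least 50; inconclusive = mean below 50 but one replicate at or above 50; inactive = mean and every replicate below 50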;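 also: strain carries kanamycin resistance gene driven by streptokinase promoter and grows in 40 µg/ml kanamycin; loss of luminescence reflects streptokinase promoter inhibition or plain growth inhibition; 0% = median of DMSO wells and 100% = positive control at its reference dose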
KCNQ1 act: potentiators or activators of KCNQ1 channel, primary screen, cell-based, thallium flux, high-throughput. CHO-K1 KCNQ1, thallium flux FluxOR fluorescence; hits give high values. B-score at 10 µM. 0.35% of 310,000 active. AID 2648, 2010;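 active = fluorescence ratio B-score, a plate-corrected score, at least three library SD, with initial intensity B-score within 5 SD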
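Assay system: CHO-K1 cells stably expressing KCNQ1; Medium: assay buffer with matched DMSO; Also added: K+/Tl+ depolarizing stimulus; Dosing: single dose; Timing: dye 90 min, compound 20 min, room temperature; Measured by: kinetic FluxOR thallium fluorescence, 10-s 1-Hz baseline, 110-s post-stimulus read; Read-out: peak-minus-minimum fluorescence over initial fluorescence, negative-control normalized, B-scored.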
hERG rescue: hERG rescue from dofetilide block, primary screen, cell-based, CHO-hERG, FluxOR thallium flux, dofetilide IC70 | activation (rescue from dofetilide block), less the hit threshold, % at 10 µM | 0.51% of 310,000 active | dofetilide IC70 present | Voltage-gated inwardly rectifying potassium channel KCNH2 (Homo sapiens), Q12809;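 active = activation above the mean of controls blocked by dofetilide plus 5 SD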;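 also: thallium influx through hERG after potassium depolarization seen as dye fluorescence rise; in these data hits start at about 4.7%; inactives centre near -7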
KCNK9 block: KCNK9 potassium channel inhibitors, primary screen, HEK293 cells, thallium flux | Potassium channel subfamily K member 9 (Homo sapiens), Q9NPC2 | FluxOR thallium flux fluorescence; hits give low values | B-score at 10 µM | 1.2% of 310,000 active;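 active = ratio B-score over 3 SD below the library mean, with starting fluorescence within 5 SD of its mean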;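 also: negative B-score means less thallium flux so channel inhibition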
HDAC3 inhib: HDAC3 deacetylase inhibitors, primary screen, biochemical, fluorescence, cell-free homogeneous | recombinant HDAC3, fluorogenic peptide/trypsin coupled | inhibition, % at 8.3 µM | AID 2718, 2010 | Histone deacetylase 3 (Homo sapiens), O15379 | 0.15% of 320,000 active; in the data active = inhibition above about 26%, passing the limit was not always enough; inconclusive = no clear call, values can overlap the other calls
KCNK3 block: human KCNK3 channel inhibitors, primary screen, CHO cells, FluxOR thallium flux, B-score; Potassium channel subfamily K member 3 (Homo sapiens), O14649; FluxOR fluorescence; hits give low values; B-score at 10 µM; 0.84% of 340,000 active;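 active = B-score under library mean minus 4 SD, starting fluorescence ratio at most library mean plus 5 SD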;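 also: more negative B-score means stronger inhibition of thallium flux through KCNK3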
RGS4 block: RGS4 inhibitors, primary screen, cell-based, HEK293 M3R inducible RGS4, calcium flux; Fluo-4 calcium flux; hits give high values; triggered by carbachol at its EC20; AID 463165, 2010; B-score at 10 µM; 0.45% of 310,000 active;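 active = B-score, a plate-corrected calcium signal, over three deviations above library mean, with baseline fluorescence within five deviations of library mean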;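 also: RGS4 expression induced by doxycycline in cells with stable M3 receptor; B-score is computed from the integrated fluorescence ratio over baseline after carbachol; higher B-score means a larger calcium signal and so more RGS4 inhibition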
* marks the source's active call; other numbers are inactive results; i = inactive; ? = inconclusive; / = no result given.

SMILES	TMEM16A act	ANO1 block	KCNQ1 inh	RGS4 pot	SKKanGAS inh	KCNQ1 act	hERG rescue	KCNK9 block	HDAC3 inhib	KCNK3 block	RGS4 block
COc1ccc(CCN2CC(C(=O)NCCc3ccc(C(F)(F)F)cc3)CCC2=O)cc1 (stereo not given)	i	i	i	i	-14	i	-7	i	/	i	i
O=C(c1nc2ccccn2c1CN1CCCC(OCc2ccccc2)C1)N1CCCC1 (stereo not given)	i	i	i	i	0	i	-7	i	-10	i	i
CC(C(=O)Nc1nccs1)N1C(=O)c2ccccc2S1(=O)=O (stereo not given)	i	i	i	i	-1	i	-4	i	-12	i	i
COc1ccc(CNC(=O)CN(Cc2ccccc2)C(=O)CCC(=O)Nc2ccccn2)cc1	i	i	i	i	-3	i	-9	i	-5	i	i
COc1cc(NC(=O)Cn2ccsc2=N)cc(OC)c1	i	i	i	i	-6	i	-5	i	-1	i	i
CCOC(=O)C1CCN(C2CCN(C(=O)c3oc4c(C)c(C)ccc4c3C)CC2)CC1	i	i	i	i	8	i	-14	i	4	i	i
COC(=O)c1c(N)nc(C)n1-c1ccc(OC)cc1	i	i	i	i	-8	i	-4	i	-11	i	i
O=C(Nc1nc(-c2ccc(F)c(F)c2)cs1)c1cc([N+](=O)[O-])ccc1N1CCOCC1	i	i	i	i	12	i	-8	i	-4	i	i
Cc1ccccc1NC(=O)CSCCO	i	i	i	i	12	i	-7	i	10	i	i
NCCNC(=O)Cc1cccc(NC(=O)Cc2ccc(Nc3ncnc4c3ncn4[C@@H]3O[C@H](CO)[C@@H](O)[C@H]3O)cc2)c1	i	i	i	i	-1	i	-6	i	4	i	i
C/C(=C\c1ccccc1)C(=O)Nc1nc2ccc([N+](=O)[O-])cc2s1	i	i	i	i	23	i	-4	i	-11	i	i
O=C(c1cccc(C(F)(F)F)c1)C1CCCN(C(=O)CN2CCOC2=O)C1 (stereo not given)	i	i	i	i	-1	i	-5	i	/	i	i
Fc1ccc(/C=N/Nc2nnnn2-c2ccccc2)cc1	i	i	i	i	-6	i	-16	i	17	i	i
O=C(CN(Cc1ccco1)C(=O)CNS(=O)(=O)c1ccc(F)cc1)NCc1ccccc1	i	i	i	i	0	i	-7	i	2	i	i
O=S(=O)(Nc1ccc(Br)cc1)N1CCOCC1	i	i	i	i	-4	i	-8	i	-2	i	i
O=C(c1ccc2c(=O)n(Cc3ccc(Cl)cc3)c(=S)[nH]c2c1)N1CCCC1	i	i	i	i	21	i	-7	i	-7	i	i
O=C1CS/C(=N\c2ccccn2)N1C1CCCCC1	i	i	i	i	-5	i	-4	i	-7	i	i
COc1ccc(/C=N/OCC(=O)NC(c2ccccc2)c2ccccc2)cc1OC	i	i	i	i	6	i	-7	i	1	i	i
CCc1ccc(Oc2nnnn2-c2ccc(C(N)=O)cc2)cc1	i	i	i	i	1	i	-12	i	-10	i	i
O=C1CSC(=S)N1c1cccnc1	i	i	i	i	1	i	-2	i	/	i	i
O=C(OCc1cc(=O)n2cc(Br)ccc2n1)C1COc2ccccc2O1 (stereo not given)	i	i	i	i	-4	i	-19	i	-3	i	i
CCc1ccc(/C(C)=N/NC(=O)c2c[nH]c3ccccc23)s1	i	i	i	i	-2	i	-13	i	4	i	i
Cc1nc2cc(NC(=O)NCCC3=CCCCC3)ccc2o1	i	i	i	i	1	i	-3	i	-8	i	i
COc1ccccc1-c1n[nH]c(=S)n1N	i	i	i	i	0	i	-15	i	7	i	i
COc1ccc(OC)c(C(=O)NC(CC(N)=O)c2ccc(NCCN3CCOCC3)c([N+](=O)[O-])c2)c1 (stereo not given)	i	i	i	i	-4	i	-11	i	-2	i	i

The listing continues:
SMILES	TMEM16A act	ANO1 block	KCNQ1 inh	RGS4 pot	SKKanGAS inh	KCNQ1 act	hERG rescue	KCNK9 block	HDAC3 inhib	KCNK3 block	RGS4 block
C/C(CC(=O)Nc1ccc(Cl)c(Cl)c1)=N\NC(N)=S	i	i	i	i	-3	i	-8	i	1	i	i
O=C(CCNC(=O)c1ccc([N+](=O)[O-])cc1)Nc1ccc(F)c(F)c1F	i	i	i	i	-2	i	-3	i	5	i	i
Cc1oc(-c2cccc(Cl)c2)nc1CN1CCCC(C(=O)NCCCN2CCOCC2)C1 (stereo not given)	i	i	i	i	-6	i	-2	i	4	i	i
Cc1ccc(NC2CCCN(C(=O)CCc3scnc3C)C2)cc1C (stereo not given)	i	i	i	i	-3	i	-10	i	0	i	i
COCCOC(=O)c1[nH]c2c(c1C)C(=O)CC(c1ccco1)C2 (stereo not given)	i	i	i	i	-3	i	-5	i	4	i	i
CCCCC(=O)Nc1ccc(NC(=O)CCCC)nc1	i	i	i	i	5	i	-11	i	-1	i	i
NC(=O)c1ccsc1NC(=O)c1ccc(N2CCCC2=O)cc1	i	i	i	i	2	i	1	i	6	i	i
CCN(Cc1nc2cc(OC)c(OC)cc2c(=O)[nH]1)C(=O)c1ccc(S(=O)(=O)N(C)C)cc1	i	i	i	i	-3	i	-18	i	-3	i	i
Cc1ccccc1CS(=O)(=O)c1cnc2ccccc2n1	i	i	i	i	1	i	-8	i	0	i	i
CCN(C(=O)CN1C(=O)NC2(CCc3ccccc32)C1=O)C1CCCCC1 (stereo not given)	i	i	i	i	20	i	-18	i	-1	i	i
O=C(N/N=C(\CC(=O)c1cccs1)C(F)(F)F)c1cccnc1	i	i	i	i	10	i	-13	i	-1	i	i
CCCOc1ccc(N2C(=O)CC(N(Cc3ccc(S(N)(=O)=O)cc3)C(=O)CC)C2=O)cc1 (stereo not given)	i	i	i	i	-7	i	-2	i	0	i	i
Cc1onc(-c2ccccc2)c1C(=O)Nc1ccc(S(=O)(=O)N2CCCC2)cc1	i	i	i	i	-14	i	-10	i	-6	i	i
CCOc1cc(S(=O)(=O)N(CC)CC)ccc1Br	i	i	i	i	17	i	-6	i	10	i	i
COc1ccc(C(=O)NCc2ccc(-c3nc4ccccc4s3)cc2)cc1	i	i	i	i	-15	i	-4	i	-8	i	i
CNC(=O)c1ccccc1S(=O)c1ccccc1C#N (stereo not given)	i	i	i	i	1	i	-10	i	-3	i	i
O=C(O)/C=C/C(=O)N1Cc2cc3ccccc3nc2C1	i	i	i	i	-3	i	-13	i	10	i	i
CC(C)Sc1nc2sccc2c(=O)n1-c1ccccc1	i	i	i	i	5	i	-8	i	-1	i	i
Cc1ccc(NC(=O)c2ccccc2OCC(=O)c2ccc(F)cc2)cc1	i	i	i	i	2	i	-5	i	-2	i	i
Nc1nc(CSc2ccc(Cl)cc2)nc(N2CCCCC2)n1	i	i	i	i	/	i	-2	i	6	i	i
CC(=O)c1ccc(NC(=O)CCn2c(=S)oc3ccccc32)cc1	i	i	i	i	-3	i	-5	i	0	i	i
CCC(CC)NC(=O)CON=C1c2ccccc2-c2ccccc21	i	i	i	i	-10	i	-7	i	/	i	i
Cn1c(=O)c2c(nc(NN=C3CCCCC3)n2C)n(C)c1=O	i	i	i	i	4	i	-4	i	?	i	i
CCC(C)c1ccc(NC(=O)C2CCN(c3ncccn3)CC2)cc1 (stereo not given)	i	i	i	i	-10	i	-11	i	9	i	i
CCOCCSc1nc2c(c(=O)[nH]c(=O)n2C)n1CCCc1ccccc1	i	i	i	i	-3	i	-14	i	13	i	i

(cont.)
SMILES	TMEM16A act	ANO1 block	KCNQ1 inh	RGS4 pot	SKKanGAS inh	KCNQ1 act	hERG rescue	KCNK9 block	HDAC3 inhib	KCNK3 block	RGS4 block
CN1/C(=C\C(=O)c2ccco2)C(C)(C)c2ccccc21	i	i	i	i	-2	i	-3	i	0	i	i
CCOC(=O)CN1C(=O)S/C(=C/c2cccc([N+](=O)[O-])c2O)C1=O	i	i	i	i	1	i	-7	i	6	i	i
Cc1ccc(N/C=C/C(=O)c2cccs2)cc1C	i	i	i	i	5	i	-6	i	1	i	i
CCOC(=O)c1sc(=NC(=O)c2ccc(C)c(C)c2)n(C)c1C	i	i	i	i	2	i	-11	i	3	i	i
CCOc1ccc(CN2C(=O)c3ccccc3C2C(=O)NC(C)CC)cc1OC (stereo not given)	i	i	i	i	2	i	-5	i	-2	i	i
CCN1CCN(CCn2c(=S)[nH]c3cc4c(cc3c2=O)OCO4)CC1	i	i	i	i	-3	i	-14	i	8	i	i
O=C1CN(C(=O)c2ccc(Cl)c(S(=O)(=O)N3CCc4ccccc43)c2)c2ccccc2N1	i	i	i	i	10	i	-7	i	8	i	i
C/C(=N\NC(=O)c1cc2ccccc2cc1O)c1ccc(C)o1	i	i	i	i	62*	26*	8.9*	i	0	i	i
Cc1ccc(C2(C(F)(F)F)N=C3Sc4cc(C)cc(C)c4N3C(=O)N2)cc1 (stereo not given)	i	i	i	i	3	i	-8	i	-4	i	i
CC(=O)Nc1ccc(NC(=O)CSc2nccn2Cc2ccc(Cl)cc2)cc1	i	i	i	i	-3	i	-7	i	-3	i	i
Cc1ccc(-c2nc(C3CCCN(S(=O)(=O)c4ccc(C(F)(F)F)cc4)C3)no2)cc1 (stereo not given)	i	i	i	i	-9	i	-4	i	4	i	i
Cc1onc(-c2ccccc2Cl)c1C(=O)NNC(=O)c1cccc(F)c1	i	i	i	i	0	i	-6	i	1	i	i
CCCOc1ccc(C2/C(=C(/O)c3ccc(F)cc3)C(=O)C(=O)N2CCCN(C)C)cc1 (stereo not given)	i	i	i	i	-10	i	-4	i	-1	i	i
CC(=O)N1c2ccc(S(=O)(=O)NCCC(=O)NCc3ccc(F)cc3)cc2CC1C (stereo not given)	i	i	i	i	-15	i	-9	i	5	i	i
CCCN(CCC)CCNC(=O)CN1C(=O)COc2ccc(S(=O)(=O)N3CCOCC3)cc21	i	i	i	i	-4	i	-7	i	/	i	i
